APP 5'UTR act = APP 5'UTR luciferase reporter activation. SH-SY5Y APP 5'UTR luciferase reporter, luminescence; zero percent = DMSO vehicle wells. activation, % at 2 µM. hit rate 1% among 190,000. AID 1276;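 active means activation above a set limit, based on mean plus 3 SD of controls, cut at about 140% in these data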; further: values of inactives mirror those of a sister screen read the other way
ROMK mod = human ROMK K+ channel modulation, primary screen | B-score at 10 µM | Tet-inducible ROMK, thallium flux fluorescence; actives lie on both sides | P48048 | hit rate 2% among 130,000;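 active means signal ratio slope over the read window, or its plate-corrected B-score, at least 3 SD from the plate mean, either direction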;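 further: B-score of the F/F0 ratio slope over 7 to 12 s after thallium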
Target sequence (P48048 whole entry, looked up): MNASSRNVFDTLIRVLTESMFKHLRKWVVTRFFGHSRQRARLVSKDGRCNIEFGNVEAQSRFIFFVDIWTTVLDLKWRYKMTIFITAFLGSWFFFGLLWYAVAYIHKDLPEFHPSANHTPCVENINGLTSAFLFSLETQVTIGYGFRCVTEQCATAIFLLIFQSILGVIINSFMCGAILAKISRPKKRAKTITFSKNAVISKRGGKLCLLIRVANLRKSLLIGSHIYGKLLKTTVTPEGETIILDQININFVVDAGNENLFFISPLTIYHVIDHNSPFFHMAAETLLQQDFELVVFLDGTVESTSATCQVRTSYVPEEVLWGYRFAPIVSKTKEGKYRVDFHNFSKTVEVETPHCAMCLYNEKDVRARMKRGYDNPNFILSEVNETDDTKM
FLuc act counter = affects firefly luciferase, flagging false hits in luciferase stimulation screens; activation factor at 10 µM; ATPlite luciferase biochemical, luminescence, 10 min; 0 = ATP-free wells, 1 = DMSO control; 200,000 tested, under 10 active; AID 1027;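 active means luciferase activation factor, scaled between plate controls, of at least 2 with compound at 10 µM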
Target sequence (P08659 whole entry, looked up): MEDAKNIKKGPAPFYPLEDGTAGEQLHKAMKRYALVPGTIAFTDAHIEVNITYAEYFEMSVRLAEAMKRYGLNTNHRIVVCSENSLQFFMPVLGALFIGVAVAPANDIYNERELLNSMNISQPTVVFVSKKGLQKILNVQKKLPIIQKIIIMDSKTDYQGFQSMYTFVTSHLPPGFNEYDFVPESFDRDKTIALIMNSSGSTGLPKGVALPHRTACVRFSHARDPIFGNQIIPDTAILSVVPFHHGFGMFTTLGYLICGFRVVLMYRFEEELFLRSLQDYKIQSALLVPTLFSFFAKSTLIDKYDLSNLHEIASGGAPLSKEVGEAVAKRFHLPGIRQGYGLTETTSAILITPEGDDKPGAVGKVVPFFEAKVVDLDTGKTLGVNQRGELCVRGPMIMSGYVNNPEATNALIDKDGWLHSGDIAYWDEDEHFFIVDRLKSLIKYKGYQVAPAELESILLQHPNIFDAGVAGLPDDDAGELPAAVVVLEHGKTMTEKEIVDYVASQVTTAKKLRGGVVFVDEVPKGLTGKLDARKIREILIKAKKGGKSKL
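System: cell-free luciferase reagent; medium: PBS as buffer for the ATP substrate; doses: test compounds dosed from 2 mM stocks in 100% DMSO; incubation: 10 min, room temperature; measured by: luminescence from luciferase reaction; read-out: luciferase activation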
FLuc inhib CS = Photinus pyralis luciferase inhibition counter-screen. P08659. ATPLite firefly luciferase biochemical luminescence, 10 min. inhibition, % at 10 µM. hit rate 1.5% among 200,000;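 active means inhibition above about 50% when tested at 10 µM, limit read from the data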
APP 5UTR inh = APP translation inhibition. SH-SY5Y APP 5'UTR-luciferase reporter, luminescence. inhibition, % at 2 µM. hit rate 0.82% among 190,000;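 active means inhibition above a set limit, derived from the sample mean plus 3 SD, cut at about 45% in these data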; further: values of inactives mirror those of a sister screen read the other way
NF-kB expr up = compounds increasing NF-kB expression in human neuronal cells; NF-kB reporter expression; active compounds read high; fold change at 12.5 µM; hit rate 1.6% among 190,000; in the data active means fold change above about 3.3
STAT3 inh = STAT3 signaling inhibition | U3A cells, IL-6 STAT3-luciferase reporter, luminescence; host cell line lacks STAT1 | inhibition, % at 5.5 µM | hit rate 0.89% among 190,000 | AID 862;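 active means inhibition above the mean inhibition across all screened compounds plus 3 SD, cut at about 44% in these data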;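 further: 0% = DMSO only wells and 100% = 100 µM nifuroxazide control wells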
STAT1 act = increases IFN-gamma driven STAT1 reporter signal | activation (% of control), % at 5.5 µM | NIH 3T3 STAT1-luciferase reporter, luminescence; 100% = IFN-gamma alone, no compound | hit rate 2.6% among 200,000;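 active means activation above the screen-wide mean activation plus 3 SD, cut at about 130% in these data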;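 further: raw ratio to IFN-gamma control signal so 100% means no change and 0% no light; values of inactives mirror those of a sister screen read the other way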
STAT3 act = activators of IL-6 induced STAT3 signaling | hit rate 0.91% among 190,000 | activation (% of control), % at 5.6 µM | U3A cells, IL-6 STAT3-luciferase reporter, luminescence; 100% = signal with IL-6 EC80 alone | AID 871;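 active means activation above the screen-wide mean of compound activation plus 3 SD, cut at about 130% in these data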;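 further: 0% = background luminescence of wells with medium and substrate only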
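Test system: STAT3-luciferase reporter U3A cells; Detection: reporter luminescence signal; Times: 1 h compound pre-exposure, 6 h IL-6 stimulation, 37 °C; Benchmarks: IL-6-only high control; Also added: IL-6 stimulus at 33 ng/mL final.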
STAT1 inh = reduces IFN-gamma driven STAT1 reporter signal; hit rate 0.35% among 200,000; inhibition, % at 5.5 µM; NIH 3T3 STAT1-luciferase reporter, luminescence;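 active means inhibition above a set limit, the mean inhibition across all tested compounds plus 3 SD, cut at about 34% in these data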;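 further: 0% = IFN-gamma with DMSO and 100% = IFN-gamma with 300 µM nifuroxazide; values of inactives mirror those of a sister screen read the other way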
Numbers without * were called inactive; nt = not tested or not shown. Compounds as they come; overall some 7.1% were active at least once.

canonical_smiles | APP 5'UTR act | ROMK mod | FLuc act counter | FLuc inhib CS | APP 5UTR inh | NF-kB expr up | STAT3 inh | STAT1 act | STAT3 act | STAT1 inh
CCc1ccc2[nH]c(=O)c(CN(Cc3ccccc3OC)Cc3nnnn3Cc3ccco3)cc2c1 | 6.9 | nt | 1.1 | -9.4 | -6.9 | 0.53 | -2.6 | 97.0 | 105.7 | 3.2
CC1Oc2ccccc2N(CC(=O)c2ccc(F)cc2)C1=O (configuration not stated) | 2.2 | -0.33 | 1 | -4.2 | -2.2 | 1.04 | 14.8 | 102.9 | 96.8 | -4.0
CCOc1ccc(NC(=O)CSc2nnc(CCNC(=O)c3ccc(OC)cc3)n2CC)cc1 | 10.8 | -0.643 | 1 | 0.3 | -10.8 | 1.37 | -6.7 | 101.9 | 109.5 | -2.1
O=C(O)CCc1nc(-c2ccccc2)no1 | 2.1 | 1.03 | 1 | -4.0 | -2.1 | 0.98 | 9.2 | 108.3 | 96.5 | -9.1
COc1ccccc1/C=C/C=N/N1CCN(Cc2ccccc2)CC1 | -16.4 | -0.00359 | 1.1 | -5.7 | 16.4 | 1.21 | 4.8 | 95.0 | 94.8 | 5.5
Cc1cc(N2CCN(C3CCCCC3)CC2)n2nc(C)nc2n1 | 44.1 | -0.149 | 1.1 | -5.2 | -44.1 | 1.11 | 2.9 | 91.3 | 97.4 | 9.5
O=C(CS(=O)(=O)c1cn(Cc2cccc(F)c2)c2ccccc12)N1CCCCC1 | -6.7 | 0.441 | 1 | -0.1 | 6.7 | 1.09 | -4.7 | 96.9 | 103.8 | 3.3
N/C(=N\N=C\c1ccc2c(c1)OCO2)c1nonc1N | 221.0* | -1.28 | 0.2 | 78.5* | -221.0 | 7.59* | 54.2* | 131.9* | 55.1 | -33.9
CCC1CCCCN1C(=O)CSc1nnc(-c2ccco2)o1 (configuration not stated) | 65.9 | nt | 0.9 | 7.8 | -65.9 | 1.67 | -2.8 | 124.5 | 107.9 | -26.8
COc1ccc(S(N)(=O)=O)cc1C(=O)NCC1(N2CCCCC2)CCCCC1 | -2.0 | nt | 1.1 | -8.6 | 2.0 | 0.95 | -2.0 | 100.5 | 106.6 | -0.6
CCC(=O)c1cc2c(cc1NC(=O)c1ccccc1)OCCO2 | nt | -0.531 | 1 | -1.4 | nt | 1.12 | -6.8 | 107.9 | 105.8 | -7.3
O=C1CC(c2ccccc2)n2nc(NC(=O)c3cccs3)nc2N1 (configuration not stated) | -4.3 | 0.404 | 1 | -3.9 | 4.3 | 1.19 | 8.1 | 106.1 | 96.5 | -6.7

3 of the compounds above, with two lines to a compound:
Order of results: APP 5'UTR act | ROMK mod | FLuc act counter | FLuc inhib CS | APP 5UTR inh | NF-kB expr up | STAT3 inh | STAT1 act | STAT3 act | STAT1 inh
O=C(CS(=O)(=O)c1cn(Cc2cccc(F)c2)c2ccccc12)N1CCCCC1
→ -6.7 | 0.441 | 1 | -0.1 | 6.7 | 1.09 | -4.7 | 96.9 | 103.8 | 3.3
N/C(=N\N=C\c1ccc2c(c1)OCO2)c1nonc1N
→ 221.0* | -1.28 | 0.2 | 78.5* | -221.0 | 7.59* | 54.2* | 131.9* | 55.1 | -33.9
CCC1CCCCN1C(=O)CSc1nnc(-c2ccco2)o1 (configuration not stated)
→ 65.9 | nt | 0.9 | 7.8 | -65.9 | 1.67 | -2.8 | 124.5 | 107.9 | -26.8

Further results.
canonical_smiles | APP 5'UTR act | ROMK mod | FLuc act counter | FLuc inhib CS | APP 5UTR inh | NF-kB expr up | STAT3 inh | STAT1 act | STAT3 act | STAT1 inh
COc1ccc(S(=O)(=O)NC2CCCCC2)cc1C | 22.3 | nt | 1 | -3.6 | -22.3 | 0.83 | 1.1 | 96.7 | 102.5 | 3.6
CCO/C(C)=C1\N=C(c2ccc(Cl)cc2)OC1=O | 24.5 | -0.0176 | 1 | -0.1 | -24.5 | 0.99 | 16.5 | 101.6 | 92.3 | -1.8
CC(NS(=O)(=O)/C=C/c1ccccc1)c1ccccc1 (configuration not stated) | -8.0 | -0.295 | 1 | -4.3 | 8.0 | 1.17 | -4.4 | 100.6 | 103.3 | -0.6
Cc1ccc(NC(=O)Nc2ccccc2CC[N+](=O)[O-])cc1 | 19.2 | -1.31 | 0.9 | 6.7 | -19.2 | 1.19 | -29.5 | 102.3 | 133.2* | -2.8
Cc1cccc(NC2=C(Cl)C(=O)OC2OC(=O)c2ccco2)c1 (configuration not stated) | -17.0 | 0.504 | 1.1 | -5.8 | 17.0 | 0.84 | -1.8 | 81.4 | 103.3 | 19.6
CC(C)(C)C(=O)COC(=O)CCc1nc2ccccc2[nH]c1=O | 1.4 | nt | 1 | 2.8 | -1.4 | 1.02 | 3.4 | 97.8 | 100.0 | 0.3
FC(F)(F)c1n[nH]c(=S)n1/N=C/c1ccco1 | -11.3 | nt | 1.1 | -11.5 | 11.3 | 1.07 | -5.9 | 103.2 | 101.2 | -3.5
O=C(COC(=O)c1cc(Cl)ccc1[N+](=O)[O-])NCc1ccc(Cl)cc1Cl | -16.3 | -0.859 | 1.1 | -8.2 | 16.3 | 1.12 | 3.4 | 95.6 | 97.1 | 5.0
COCCNC(=O)CN(C(=O)CCC(=O)Nc1cc(C)on1)c1cccc(C)c1C | -7.0 | -0.877 | 1 | -3.0 | 7.0 | 1.01 | -2.8 | 95.0 | 104.6 | 5.6
O=C(NCCc1ccccc1)C(c1cccs1)N(C(=O)c1csnn1)C1CC1 (configuration not stated) | -7.0 | nt | 1.1 | -8.5 | 7.0 | 0.94 | 6.6 | 100.7 | 99.3 | -0.7
CCOC(=O)c1c(NC(=O)CSc2nnc(C)s2)sc2c1CCCCC2 | -3.3 | nt | 1.1 | -6.4 | 3.3 | 1.15 | -7.4 | 110.9 | 110.0 | -11.9
COC(=O)C1(C(O)C(=O)c2ccc(C)cc2C)CCCCC1 (configuration not stated) | 13.7 | nt | 1.1 | -5.9 | -13.7 | 1.1 | 0.2 | 103.2 | 101.5 | -3.5
CCOc1cccc(CNCc2cccnc2)c1OCc1ccccc1 | 16.6 | -1.83 | 1.1 | -6.5 | -16.6 | 0.88 | -1.2 | 93.5 | 103.1 | 5.2
O=C1C2CC=CCC2C(=O)N1c1n[nH]c(-c2ccccc2)n1 (configuration not stated) | -8.5 | 0.125 | 1 | 0.0 | 8.5 | 1.24 | -5.4 | 100.0 | 104.6 | 4.3
O=C(C1CCC(CNc2c(N3CCCCC3)c(=O)c2=O)CC1)N1CCCCC1 (configuration not stated) | 17.1 | nt | 1.1 | -5.9 | -17.1 | 1.07 | nt | nt | nt | nt
COc1ccc(CN2C(=O)c3cccnc3C2Nc2cc(Cl)ccc2OC)cc1 (configuration not stated) | -2.8 | 0.0363 | 1.1 | -7.9 | 2.8 | 1.28 | -16.7 | 99.9 | 117.6 | 1.5
CCNc1sc(C(=O)c2cccs2)c(N)c1C#N | 5.2 | 1.48 | 1.1 | -5.7 | -5.2 | 1.05 | -4.3 | 97.8 | 106.3 | -7.2
CN(C)c1ccc(CN(C(=O)COc2ccc(F)cc2)C2CCS(=O)(=O)C2)cc1 (configuration not stated) | 10.0 | 0.000262 | 1.1 | -5.7 | -10.0 | 1.04 | 4.4 | 103.1 | 99.5 | -3.3
O=C(CSc1ccc(-c2ccco2)nn1)NCc1ccc2c(c1)OCO2 | 4.0 | 0.963 | 1 | -2.8 | -4.0 | 1.06 | -8.5 | 97.5 | 111.8 | 2.5
O=C(NCCOc1ccccc1-c1ccccc1)c1ccco1 | -10.0 | -1.08 | 1 | -2.7 | 10.0 | 1.14 | 14.2 | 87.1 | 91.4 | 12.4
Cc1cc(C(=O)COc2ccc3ccc(=O)oc3c2)c(C)n1C | -11.7 | -0.0532 | 0.8 | 15.3 | 11.7 | 0.86 | 22.3 | 103.2 | 86.2 | -4.9
Cc1n[nH]c(=O)nc1N/N=C/c1ccc(O)c([N+](=O)[O-])c1 | 1.7 | nt | 1 | -4.7 | -1.7 | 1.21 | 12.9 | 120.4 | 91.2 | -22.6
CN(C)CCOC(=O)CC12CC3CC(C1)CC(CC(=O)OCCN(C)C)(C3)C2 | -4.9 | nt | 1 | 2.4 | 4.9 | 0.86 | 0.0 | 93.4 | 101.3 | 6.0
O=C(N/N=C\c1c(O)ccc2ccccc12)c1ccc(Cn2cccn2)o1 | -62.6 | -1.11 | 1.1 | -5.4 | 62.6* | 0.81 | 11.8 | 104.1 | 91.2 | -4.9
Cc1cnc(NC(=O)Cc2cccs2)s1 | 6.1 | -1.05 | 1 | 4.0 | -6.1 | 1.06 | -6.2 | 107.1 | 108.1 | -8.9
Cn1nnnc1SCC(=O)NC1CCCCC1 | 13.4 | nt | 1 | 1.7 | -13.4 | 1.04 | 2.0 | 109.5 | 101.2 | -10.4
CC(=O)NC(=S)Nc1ccc(NC(=O)COc2ccc(C(C)C)cc2)cc1 | 9.6 | -0.908 | 1 | 1.6 | -9.6 | 1.17 | -15.6 | 92.5 | 118.3 | 8.4
CCS(=O)(=O)NCc1csc(C)n1 | 6.4 | nt | 1 | -3.0 | -6.4 | 1.21 | 11.4 | 99.5 | 95.6 | 1.1
CCOC(=O)c1cnc2c(C(=O)OC)cccc2c1NCc1cccnc1 | 21.1 | 0.976 | 1 | 3.2 | -21.1 | 0.9 | 1.7 | 103.4 | 105.0 | -4.7
COc1cccc(N2CC(C(=O)Nc3nnc(SCC(=O)c4ccccc4)s3)CC2=O)c1 (configuration not stated) | -6.5 | nt | 1.1 | -9.9 | 6.5 | 1.1 | -0.5 | 99.9 | 96.2 | 0.1
CCOc1ccc(-c2nnc(SCC(=O)N(CC)CC)n2N)cc1 | 5.6 | nt | 1 | 0.2 | -5.6 | 1.06 | 8.8 | 97.3 | 95.6 | 3.0
Cc1ccc2nsnc2c1NC(=O)COc1ccccc1F | 2.0 | -0.317 | 1.1 | -8.2 | -2.0 | 1.26 | 9.8 | 109.1 | 98.2 | -11.3
CN(C1CCCCC1)S(=O)(=O)c1ccc(NC(=O)C2CCCCC2C(=O)O)cc1 (configuration not stated) | 13.3 | nt | 1 | -4.6 | -13.3 | 0.85 | -3.1 | 99.0 | 102.3 | 1.1
O=C(Cn1ccc2ccccc2c1=O)NCCC(=O)N1CCN(C2CCCCC2)CC1 | 7.5 | nt | 1.1 | -7.0 | -7.5 | 1.06 | -4.8 | 104.6 | 106.2 | -5.0
COc1ccc(Cl)cc1NC(=O)CN(C)CC(=O)Nc1ccccc1-c1ccccc1 | 7.3 | -0.712 | 1 | 1.1 | -7.3 | 1.09 | -2.1 | 100.1 | 102.9 | -2.6
O=c1[nH]cnc2c1cnn2Cc1ccccc1 | -14.1 | 0.0277 | 1 | -2.4 | 14.1 | 1.25 | -0.8 | 99.7 | 104.9 | 0.3
COc1ccc(CCNC(=O)Nc2ccc([N+](=O)[O-])cc2)cc1OC | -5.8 | -0.956 | 1.1 | -5.7 | 5.8 | 1.02 | 9.6 | 95.4 | 98.4 | 3.6
N#Cc1c(N)nc(SCC(=O)NCCc2ccccc2)c(C#N)c1-c1cccs1 | -5.3 | 0.706 | 1.1 | -9.8 | 5.3 | 1.19 | 5.3 | 104.1 | 97.7 | -4.4

Screening results from PubChem BioAssay.
